USP1 inh: blocks the human USP1/UAF1 deubiquitinase complex | O94782 | recombinant USP1/UAF1, Ub-Rhodamine cleavage fluorescence | Potency, µM (top dose mostly 57.1 µM), without a hit: top-dose activity change, negative = inhibition, actives largely listed as inhibitors | 390,000 tested, 0.23% active | AID 743255; further: potency means the concentration at half of the fitted maximal effect; on the % scale 0 is the no-effect control and ±100 the full control effect; nearly all actives have a fitted effect of over 60% in size; inactives centre near -12
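High-throughput fluorogenic screen: 1nM USP1/UAF1 complex, Ub-Rho substrate 150nM final, 50mM HEPES pH 7.8 with 0.5mM EDTA, 0.1 mg/ml BSA, 1mM TCEP and 0.01% Tween-20.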
Pin1 inh: blocks the human prolyl isomerase Pin1. Q13526. Pin1 FP peptide displacement, HiFluor488, 10 min. Potency, µM (doses to about 115 µM), inactives show at the highest dose activity, negative = inhibition, most hits filed as inhibitors. 390,000 tested, 0.009% active. AID 504891; active means well fitted inhibition curve with a large enough effect in the polarisation, with a control signal flat, not every such curve was filed as active; inconclusive means small, poorly fitted or top-dose-only effect, or effect the other way, or a change in a side signal; inactive means no such curve, though single readings can be large or run the other way; the % refers to the polarisation; further: potency means the concentration at half of the fitted maximal effect; on the % scale 0 is the no-effect control and ±100 the full control effect
Target sequence (Q13526 whole entry, looked up): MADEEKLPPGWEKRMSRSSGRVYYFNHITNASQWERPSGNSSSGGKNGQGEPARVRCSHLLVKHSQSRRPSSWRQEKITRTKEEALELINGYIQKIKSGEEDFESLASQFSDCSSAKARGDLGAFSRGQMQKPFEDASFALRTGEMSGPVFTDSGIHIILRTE
TrxR1 substrate: substrates of rat thioredoxin reductase 1; O89049; purified TrxR1 substrate turnover, NADPH consumption readout; Potency, µM (titrated, usually from 114 µM), for the others: top-dose activity change, negative = substrate turnover; 390,000 tested, 0.01% active; AID 588456; further: potency means the concentration at half of the fitted maximal effect; on the % scale 0 is the no-effect control and ±100 the full control effect; nearly all actives have a fitted effect of over 50% in size
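Rat TrxR1, dispensed at 90 nM, was prereduced with 400 uM NADPH (final) for 5 min at ~22 deg C, then incubated with compound 15 min before 400 uM selenite. A first-read NADPH fluorescence drop versus no-compound background flagged substrates.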
TRHR PAM: allosterically enhances the human TRH receptor. 360,000 tested, 0.66% active. enhancement, % at 2 µM. AID 493056. P34981. TRHR cells, fluo-8 calcium fluorescence, EC20 TRH enhancement; in the data active means enhancement above about 30%; further: 0% is about no effect
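Enhancer read-out: after compound pinning and an initial kinetic agonist-mode read, an EC20 of TRH (10 nM final) was injected and fluo-8 calcium signal (Ex 480/Em 530) followed at 1 s/cycle for 100 cycles in TRHR-expressing cells.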
D2 ag: agonists of human D2 dopamine receptor; HEK293 T-REx D2 cells, calcium flux agonist mode; activation, % at 2 µM; P14416; 340,000 tested, 0.53% active;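 active means activation over 3 SD above normal in the single-dose calcium agonist read, cut at about 30% in these data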; further: 0% is about no effect
Target sequence (P14416 whole entry, looked up): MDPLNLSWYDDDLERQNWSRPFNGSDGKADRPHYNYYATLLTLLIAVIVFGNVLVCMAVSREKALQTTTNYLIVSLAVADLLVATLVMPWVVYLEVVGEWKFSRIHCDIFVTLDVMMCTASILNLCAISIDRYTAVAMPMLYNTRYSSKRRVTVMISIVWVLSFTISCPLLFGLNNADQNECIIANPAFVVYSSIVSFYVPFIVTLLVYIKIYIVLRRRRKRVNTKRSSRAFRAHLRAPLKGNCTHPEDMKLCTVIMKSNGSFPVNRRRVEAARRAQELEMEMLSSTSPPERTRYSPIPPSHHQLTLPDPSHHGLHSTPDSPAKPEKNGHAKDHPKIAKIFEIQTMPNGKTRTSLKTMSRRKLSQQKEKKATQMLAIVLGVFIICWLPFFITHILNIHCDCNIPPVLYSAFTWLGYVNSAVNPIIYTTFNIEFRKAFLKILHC
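Calcium-flux readout, 1 cycle/sec over 180 s following compound pin transfer, in inducible HEK293 Trex D2 cells (force-coupled); dopamine controls included. Positive calcium responses during this window marked compounds as potential agonists.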
TRHR ag: activates the human TRH receptor; 360,000 tested, 0.18% active; TRHR cells, calcium flux fluo-8, FDSS agonist mode; P34981; activation, % at 2 µM; AID 493084; in the data active means activation above about 30%; further: 0% is about no effect
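TRHR-expressing cells loaded with fluo-8 calcium dye; 23 nL library compound pin-transferred, kinetic FDSS fluorescence (Ex 480/Em 530) recorded about 180 s for agonist-induced calcium release, before a 10 nM TRH EC20 addition for potentiator mode.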
mIDH1 inhibitor: inhibitors of human mutant IDH1 R132H. O75874. 390,000 tested, 0.093% active. Potency, µM (doses to about 76.6 µM), for inactives: at the highest dose activity change, negative = inhibition, hits mostly inhibitors. AID 602179. IDH1-R132H enzyme, NADPH consumption, diaphorase/resazurin fluorescence; further: potency means the concentration at half of the fitted maximal effect; on the % scale 0 is the no-effect control and ±100 the full control effect; nearly all actives have a fitted effect of over 65% in size
Target sequence (O75874 whole entry R132H, stated change not applied): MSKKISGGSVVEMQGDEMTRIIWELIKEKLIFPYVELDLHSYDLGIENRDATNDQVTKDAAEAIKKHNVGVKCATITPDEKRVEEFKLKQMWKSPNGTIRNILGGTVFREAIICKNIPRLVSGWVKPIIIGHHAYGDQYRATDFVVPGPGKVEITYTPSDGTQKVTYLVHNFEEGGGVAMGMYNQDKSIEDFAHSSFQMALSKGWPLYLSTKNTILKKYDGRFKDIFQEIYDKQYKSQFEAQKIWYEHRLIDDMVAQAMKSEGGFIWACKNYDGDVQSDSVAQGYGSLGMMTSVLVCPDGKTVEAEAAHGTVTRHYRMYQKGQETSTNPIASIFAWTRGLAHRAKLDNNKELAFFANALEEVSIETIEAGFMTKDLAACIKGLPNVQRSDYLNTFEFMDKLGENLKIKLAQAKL
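IDH1-R132H (0.5 ug/mL dispensed) in pH 7.5 Tris buffer was preincubated 30 min with compound, then given a substrate mix of 0.016 mM NADPH and 2 mM alpha-KG for 80 min at room temperature; remaining NADPH was read by diaphorase/resazurin fluorescence.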
D2 antagonist: D2 dopamine receptor (human) antagonism; inhibition, % at 10 µM; HEK293 TREx D2 cells, calcium flux, dopamine EC80; 340,000 tested, 2% active; in the data active means inhibition above about 30%; further: 0% is about no effect
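In this primary screen, negative modulation is detected by tracking calcium flux after an EC80 dopamine challenge in inducible HEK293 T-REx D2 cells preexposed to test compound for 180 s.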
rTrxR1 inhibitor: inhibitors of rat thioredoxin reductase 1 | O89049 | recombinant rTrxR1, NADPH fluorescence consumption, selenite substrate | Potency, µM (highest dose often 114 µM), for inactives: top-dose activity change, negative = inhibition, hits mostly inhibitors | 390,000 tested, 1% active; further: potency means the concentration at half of the fitted maximal effect; on the % scale 0 is the no-effect control and ±100 the full control effect; nearly all actives have a fitted effect of over 65% in size
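Rat TrxR1 (90 nM in the dispensed reagent) was pre-reduced with 400 uM NADPH for 5 min at room temperature, then incubated with compound for 15 min. After 400 uM selenite was added, NADPH fluorescence (Ex 340/Em 450 nm) was followed for 8 min.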
Starred values were filed as active, the others as inactive; ? = inconclusive; nt = not tested or not shown; [ ] = another dose, or the depositor's remark. Unless noted, the call rests on the fitted dose curve; in most records, active means well fitted inhibition curve with a large enough effect; inconclusive means small, poorly fitted or top-dose-only effect; inactive means no such curve, though single readings can be large or run the other way. This is a subset, so the mix of outcomes need not match the whole.

SMILES	USP1 inh	Pin1 inh	TrxR1 substrate	TRHR PAM	D2 ag	TRHR ag	mIDH1 inhibitor	D2 antagonist	rTrxR1 inhibitor
COc1ccc(NC(=O)CCN2CCN(S(=O)(=O)c3ccc(F)cc3)CC2)cc1	-33%	3%	2%	-9	-0.2	-0.4	-5%	-3	12%
COc1c(Cl)cc(Cl)cc1C(=O)Nc1cccc(-c2nc3ccccc3o2)c1C	-1%	-3%	2%	11	-1.0	-5.3	6%	nt	2%
Cn1c(=O)c2[nH]c(Cc3cccc(O)c3)nc2n(C)c1=O	-10%	-4%	17%	nt	nt	nt	-1%	nt	31%
N#CCCn1cc(/C=N/NC(=O)c2ccncc2)c(-c2ccccc2)n1	-5%	-2%	9%[57.1 µM]	-3	0.3	1.0	-1%	15	-5%
Cc1ccc(S(=O)(=O)NCCCNS(=O)(=O)c2ccc(C)cc2)cc1	-15%	4%	0%	1	-0.2	-1.5	-5%	1	0%
CSCCC(C(=O)OCC(=O)c1ccc(C)c(C)c1)N1C(=O)c2ccccc2C1=O (configuration not stated)	-7%	7%	7%	4	0.8	-0.5	-3%	7	24%
CCc1ccc(C(=O)CSc2nc(C)cc(=O)[nH]2)cc1	-15%	-3%	1%[57.1 µM]	8	-2.2	-0.9	-7%	-11	5%[57.1 µM]
O=C(Nc1nccs1)c1ccc(Cl)s1	3%	-6%	-10%	2	0.1	-0.1	0%	12	-13%
CC1CC(C)CN(S(=O)(=O)N2CCCC(C(=O)NC3CCCCC3)C2)C1 (configuration not stated)	-10%	-9%	-3%	3	-0.3	-1.5	-5%	20	15%
COc1ccc(-c2ccc3c(c2)c(-c2cccs2)c(-c2cc(OC)cc(OC)c2)n3C)cc1	11%	20%	64%[activator][57.1 µM]	0	0.5	1.0	-17%	9	58%[activator][57.1 µM]
Cc1cccc(NC(=O)c2nnn(CC(=O)Nc3ccc(C(C)C)cc3)c2N)c1C	-21%	9%	11%	16	-0.4	1.2	10%	nt	27%
COC(=O)c1ccc(Cn2cnc3c(cnn3-c3ccc(F)cc3)c2=O)o1	-18%	4%	-23%[57.1 µM]	-5	nt	-0.5	9%	nt	5%[57.1 µM]
C[C@H](NC(=O)N1CCn2c1nc1ccccc12)C(=O)NC1CCCCC1	-11%	-1%	0%	1	0.5	0.6	21%	-3	18%
COc1cc(/C=C(\C#N)c2[nH]nc(N)c2C#N)cc(OC)c1O	-19%	50%[activator]	1%[57.1 µM]	20	nt	62*	-15%	nt	-1%[57.1 µM]
COc1ccc(NC(=O)c2cc(-c3ccco3)on2)cc1	-15%	35%[activator]	7%	11	0.2	0.7	-3%	-12	22%
COc1ccc(CN2CCCC(C(=O)c3cccc(C(F)(F)F)c3)C2)cc1O (configuration not stated)	-8%	-10%	-4%	5	0.1	1.0	-2%	-38	11%
COc1ccc(-c2cc(C)no2)cc1S(=O)(=O)N(C)c1cccc(C)c1	-6%	1%	-9%	-4	0.2	-0.3	0%	1	1%
COc1ccccc1CC(=O)Nc1cccc(F)c1	-13%	-4%	9%[57.1 µM]	-13	0.0	-0.3	0%	14	20%[57.1 µM]
COc1cccc2cc(S(=O)(=O)c3ccccc3)c(=Nc3ccc4c(c3)OCCO4)oc12	-15%	-3%	5%	-1	-0.3	0.4	1%	-10	20%
Cc1cc(C)n(-c2nncn2NC(=O)c2ccc(Cl)cc2O)n1	-6%	-1%	6%[57.1 µM]	2	-0.6	-0.1	4%	-8	0%[57.1 µM]
CC1(C)CC(CCNS(=O)(=O)c2ccccc2)(c2ccccc2)CCO1 (configuration not stated)	-1%	-2%	-8%	1	0.9	-0.8	-4%	-8	2%
COc1ccc(O)c(/C=N/NC(=O)CCC(=O)Nc2ccc(F)cc2)c1	-17%	-1%	13%[57.1 µM]	2	0.1	0.4	2%	0	8%[57.1 µM]
Cc1cccc(NC(=O)c2cnn(-c3ccc(F)cc3)c2C2CCNCC2)c1C	-27%	4%	9%[57.1 µM]	4	0.6	-0.3	-1%	21	17%[57.1 µM]
CCn1c(SCC(=O)NNC(=O)c2ccc(C)cc2)nnc1-c1ccncc1	-17%	0%	28%	nt	nt	nt	2%	nt	-6%
COc1ccc(-n2c(Cc3cc(=O)[nH]c(=O)[nH]3)nnc2SCC(=O)NC2CCCC2)cc1	-8%	-15%	9%	1	0.0	0.0	15%	-2	6%[57.1 µM]

Part of the list above in order of length of the SMILES, smallest number first:
SMILES	USP1 inh	Pin1 inh	TrxR1 substrate	TRHR PAM	D2 ag	TRHR ag	mIDH1 inhibitor	D2 antagonist	rTrxR1 inhibitor
O=C(Nc1nccs1)c1ccc(Cl)s1	3%	-6%	-10%	2	0.1	-0.1	0%	12	-13%
COc1ccc(NC(=O)CCN2CCN(S(=O)(=O)c3ccc(F)cc3)CC2)cc1	-33%	3%	2%	-9	-0.2	-0.4	-5%	-3	12%
COc1ccc(-c2ccc3c(c2)c(-c2cccs2)c(-c2cc(OC)cc(OC)c2)n3C)cc1	11%	20%	64%[activator][57.1 µM]	0	0.5	1.0	-17%	9	58%[activator][57.1 µM]

Additional structures.
SMILES	USP1 inh	Pin1 inh	TrxR1 substrate	TRHR PAM	D2 ag	TRHR ag	mIDH1 inhibitor	D2 antagonist	rTrxR1 inhibitor
COc1ccc(C(=O)NC(=S)N2CCN(c3ccc([N+](=O)[O-])cc3)CC2)cc1	-14%	26%	-1%	1	0.2	0.2	1%	-14	-4%
O=C(Nc1ccccc1Cl)N1CCN(c2ccc3nnc(-c4ccc(F)cc4)n3n2)CC1	-26%	6%	-4%	14	-1.5	0.8	8%	4	-21%
O=C(CSc1n[nH]c(-c2ccco2)n1)N1c2ccccc2Sc2ccccc21	-29%	1%	1%	8	0.0	-0.5	-5%	6	-32%
CCOc1c(Br)cc(C(N)=O)cc1OC	-4%	-4%	0%	13	0.3	-0.2	13%	-16	1%
CCN(CC)S(=O)(=O)c1cccc(C(=O)N/N=C(\C)c2cccs2)c1	-13%	0%	-15%	-1	1.7	-0.1	-4%	19	-32%
COc1ccc(/C(C)=N\NC(=O)CNC(=O)C(c2ccccc2)c2ccccc2)cc1OC	-27%	-2%	1%	1	-0.6	-0.4	-16%	16	27%
O=C(Nc1ccc2oc(Cc3ccc(Cl)cc3)nc2c1)c1cccnc1	-7%	3%	-8%	10	0.2	0.5	-1%	-17	7%
Cc1c(Cc2ccccc2)c(=O)oc2cc(OCC(=O)NCC(O)c3ccccc3)ccc12 (configuration not stated)	-5%	0%	73%[activator]	-1	0.0	-0.8	7%	15	112%[activator]
Cc1ccc(/C=C2\SC(=O)N(CCNC(=O)C3CSC4(C)CCC(=O)N34)C2=O)cc1 (configuration not stated)	-19%	2%	0%	-4	-0.2	0.6	2%	2	2%
CCCCN(C(=O)c1cccc(S(=O)(=O)N2CC(C)OC(C)C2)c1)c1c(N)n(CCCC)c(=O)[nH]c1=O (configuration not stated)	0%	-6%	-9%	3	0.0	1.3	0%	3	-13%
Cc1ccc(Sc2ccc(S(=O)(=O)Nc3ccc(CC(=O)O)cc3)cc2)cc1C	-23%	-16%	0%	5	1.1	0.6	-13%	-22	-4%
CCC(C)/C(C)=N/NC(=O)c1cn(-c2ccccc2)nc1-c1ccccc1 (configuration not stated)	4%	-7%	-1%	-8	0.0	0.7	8%	6	14%
CCC(=S)/C=C1\Sc2ccccc2N1CCCS(=O)(=O)O	-10%	-19%	-8%	7	0.3	0.2	-2%	4	?
CCOc1ncccc1C(=O)Nc1ccc(S(=O)(=O)N2CCCC2)cc1	-14%	4%	-5%	1	-2.9	-0.2	4%	-4	0%
COc1ccc(CNC(=O)C2CC(=O)N(c3ccc(OCC(=O)N4C(C)CCCC4C)cc3)C2)cc1 (configuration not stated)	-15%	?	-8%[57.1 µM]	5	-0.5	-0.5	7%	-1	11%[57.1 µM]
C#CCOC(=O)C(NC(=O)c1ccccc1)=C1CCCCC1	-17%	-1%	12%[57.1 µM]	-4	1.4	-0.2	0%	14	7%[57.1 µM]
Cc1ccc2sc(N3CCN(C(=O)c4ccc([N+](=O)[O-])o4)CC3)nc2c1C	-11%	5%	14%	-4	-0.1	0.6	1%	1	7%
COc1ccc(OC)c(NC(=O)COC(=O)C2CCC2)c1	-17%	-1%	-4%	3	-0.2	-0.3	4%	18	-5%
CC(=O)Nc1ccc2c(c1)C(=O)N(c1cccc(C)c1)C2=O	-12%	-6%	0%	0	0.1	0.2	-2%	9	5%
O=C1/C(=C/c2ccc([N+](=O)[O-])cc2)CCc2ccccc21	nt	nt	nt	-9	-0.7	0.2	nt	2	nt
O=C(CN1C(=O)c2cccc3cccc1c23)NCc1ccncc1	-4%	-4%	-1%	1	-0.3	0.2	13%	-15	-17%
CCOC(=O)N1CCN(C(=O)CS(=O)(=O)Cc2nc(-c3ccccc3F)oc2C)CC1	-20%	-6%	11%	-2	0.3	0.6	9%	2	-12%
CC(NC(=O)c1cc(-c2ccc(Br)cc2)on1)c1ccccc1 (configuration not stated)	-13%	2%	9%	5	0.4	-1.0	3%	-11	6%
COc1cc(C)ccc1OCc1cc(C(=O)N2CCCCCC2)no1	-15%	-11%	-8%[57.1 µM]	3	-1.1	1.9	1%	-4	26%[57.1 µM]
COc1cc(C(=O)NCC(=O)N/N=C\C(C)=C/c2ccccc2)cc(OC)c1OC	-4%	?	-4%	9	-0.2	0.1	8%	-21	1%
O=[N+]([O-])c1ccc(OC(F)F)c(/C=N/n2cnnc2)c1	-15%	-1%	2%	5	0.4	0.4	6%	-13	7%
COC1=CC(=Cc2c(N)n3nc(CC(=O)N4CCCCC4)sc3nc2=O)C=C(OC)C1=O	?	?	-14%	22	70*	138*	6%	-2	-6%
CCSC1=NCCN1S(=O)(=O)c1ccc(F)cc1	1%	-1%	2%	11	-1.4	0.7	25%	16	7%

Compound activity from PubChem BioAssay.
